# mcGAS inh – blocks mouse cGAS activity; Q8C6L5; recombinant cGAS, Kinase-Glo ATP depletion luminescence; inhibition, % at 12.5 µM; hit rate 0.15% among 160,000;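 also: 0% = negative control wells and 100% = reference inhibitor with no enzyme activity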
# NPYLR7 ag – mosquito NPYLR7 agonism. HEK293T NPYLR7/Galpha15, GCaMP6s calcium fluorescence. activation, % at 10 µM. hit rate 0.15% among 270,000. AID 1259423; in the data active = activation above about 40%;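 also: 0% = vehicle and 100% = reference agonist at the receptor; some compounds past the cut are filed as inactive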
# hcGAS lum – human cGAS inhibition. inhibition, % at 12.5 µM. Q8N884. hit rate 0.081% among 290,000. AID 1259398. recombinant h-cGAS, ATP depletion, Kinase-Glo luminescence;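 also: 0% = vehicle reaction and 100% = reaction without DNA for no activity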
# Target sequence (Q8N884 whole entry, looked up): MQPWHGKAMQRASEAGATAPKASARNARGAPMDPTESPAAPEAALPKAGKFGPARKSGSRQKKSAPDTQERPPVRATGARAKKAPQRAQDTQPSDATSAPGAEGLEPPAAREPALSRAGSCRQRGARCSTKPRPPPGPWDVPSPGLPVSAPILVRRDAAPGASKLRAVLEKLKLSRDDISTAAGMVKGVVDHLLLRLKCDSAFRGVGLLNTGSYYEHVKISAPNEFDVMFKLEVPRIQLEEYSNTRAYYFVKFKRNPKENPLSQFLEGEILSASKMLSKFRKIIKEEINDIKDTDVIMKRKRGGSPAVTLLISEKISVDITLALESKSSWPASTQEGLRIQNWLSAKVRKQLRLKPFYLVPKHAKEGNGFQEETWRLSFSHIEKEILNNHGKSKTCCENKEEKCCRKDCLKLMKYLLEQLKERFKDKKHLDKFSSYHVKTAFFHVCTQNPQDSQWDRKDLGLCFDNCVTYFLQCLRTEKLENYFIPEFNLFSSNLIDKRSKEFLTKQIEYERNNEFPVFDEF
# The depositor's hits bear a star; . = no result given; & = joins results of further samples. Rule as the data show it, unless noted: active = inhibition above about 40%; inactive = the rest.
SMILES,mcGAS inh,NPYLR7 ag,hcGAS lum
O=C(CN(Cc1ccccc1)C(=O)COc1ccc(Cl)cc1)Nc1cc(-c2ccccc2)nn1-c1ccc(F)cc1,-1,2,5
Cc1ccc(-c2nn(CN(C)C3CCS(=O)(=O)C3)c(=S)n2-c2ccc(C)cc2)cc1 (stereo unspecified),-6,-3,-5
COc1ccc(C(=O)OCCn2ccccc2=O)c(C)c1,.,-1,4
COc1cccc(NC(=O)C2(C)CCN2C(=O)Cc2ccc(C(C)C)cc2)c1 (stereo unspecified),-1,-3,2
O=c1n(CCn2cncn2)nc(C2CCCNC2)n1-c1ccccc1 (stereo unspecified),.,1,-3
COc1ccccc1-n1c(CNC(=O)c2cccs2)nnc1SCC(=O)Nc1ccccc1F,.,-7,-6
CCN1CCN(C(=O)c2cc(-c3ccc(OC)cc3)n(-c3ccccc3F)c2C)CC1,-6,1,-9
COC(=O)CN1C(=O)NC2(CCN(C(=O)CCc3ccccc3O)CC2)C1=O,.,9,-1
Cc1nc(C)c(CC(=O)N2CCC3(CC2)CNC(=O)C3)s1,.,6,-7
O=C(COC(=O)c1ncc(Cl)c(Cl)c1Cl)NCCN1C(=O)CSC1=O,.,0,-7
CCOc1cc(C(=O)NNC(=O)C2CCCCC2)ccc1OC(F)F,.,15,-15
CC(Cn1cncn1)NCc1cc(-c2ccco2)on1 (stereo unspecified),-11,14,-2
Cc1cc(C)n(C(=O)c2cc(-c3ccc(Cl)s3)nc3ccccc23)n1,5,-14,6
CCOC(=O)C(C)Sc1nnc(NC(=O)CSc2ccccc2)s1 (stereo unspecified),-2,13,-3
Cc1nc(SCC(=O)N2CCCC2=O)c(C#N)c(C)c1C,-2,1,4
O=C(c1ccc(-n2cnnc2)cc1Cl)N1CCCC(O)(CO)CC1 (stereo unspecified),.,11,-5
CCn1ccc(C(=O)N2CCN(c3nc4c(Cl)cccc4s3)CC2)n1,.,-2,2
CCc1ccc(-c2nc(C(N)=O)c3[nH]c(=O)n(-c4ccc(OC)cc4OC)c3n2)cc1,-7,20,-6
Cc1sc2nc(CN3CCN(C(c4ccccc4)c4ccccc4)CC3)nc(N)c2c1C,-7,0,-5
Cc1ccc(N2CCn3c2nc2c3c(=O)n(C)c(=O)n2C)cc1C,-5,3,-3
Cc1cc(NC(=O)c2ccc(S(=O)(=O)N3CCc4ccccc4C3)cc2)n(C(C)C)n1,-11,.,-4
COCc1ccc(C(=O)NCc2c(C)ncc3c2CCN(C(=O)/C=C/c2ccc(Cl)cc2)C3)o1,-12,0,-10
Cc1ccc(CN(CCN(C)C)C(=O)c2ccc[nH]c2=O)s1,.,1,-5
O=C1CC(c2cc3c(cc2Br)OCO3)c2cc3c(cc2N1)OCO3 (stereo unspecified),.,1,-11
O=C(/C=C/c1cc(F)cc2c1OCOC2)N1CCOCC1,.,2,-4
Cc1ccc(NC(=O)C(C)(C)CCl)cc1N1CCCCC1=O,.,-1,2
COc1cccc(COCC(=O)Nc2ccc(OC)nc2)c1,-6,14,-13
COc1ccc(N2CCN(C(=O)c3ccc(Cl)c(Cl)c3)C(C)C2=O)c(OC)c1 (stereo unspecified),0,-9,-2
CN(Cc1cc2cc(F)ccc2[nH]1)Cc1nccn1C,.,8,-7
O=C(c1cc(-c2ccccc2)on1)N1CCCC(N2CCC(CO)CC2)C1 (stereo unspecified),.,13,-5
CS(=O)(=O)C1(C(=O)Nc2cccnc2Cl)CCCC1,.,7,-5
O=C(NCCc1csc(-c2cnccn2)n1)c1cccc2ccnn12,-12,5,1
O=C(NCc1nnc2ccccn12)c1cc(S(=O)(=O)Nc2ccc(F)cc2)ccc1Cl,-3,4,1
CCNc1nc(NCC)nc(SCC(=O)c2ccc(OC)cc2)n1,.,9,0
Cc1ccc(-c2csc(-n3[nH]c(C)c(N=Nc4cccc(C(F)(F)F)c4)c3=O)n2)cc1,-6,-6,-3
CCCCc1ccc(N2C(=O)c3cccc4c(N(C)C)ccc(c34)C2=O)cc1,-6,42,-4
CC(C)C(=O)N1N=C(c2ccccc2NS(C)(=O)=O)CC1c1ccccc1F (stereo unspecified),.,0,-16
CCOc1ccc(NC(=O)CSc2nc3c(-c4ccccc4)c[nH]c3c(=O)n2C2CC2)cc1,-8,1,-5
COc1ccc(CN(Cc2nc(C(=O)N3CCN(C)CC3)co2)C(C)C)c(OC)c1,-5,3,-1
COc1ccc(-c2noc(CSc3nnc(C4(c5ccc(Cl)cc5)CCC4)o3)n2)cc1,-5,-3,-9
Cn1cccc1C(=O)c1ccc(Br)o1,.,0,0
CSc1ncc(CNCc2ccncc2)c(N2CCCC2)n1,-5,15,-3
Cc1nc(-c2ccc(C(F)(F)F)cc2)sc1C(=O)NOC1CCCCO1 (stereo unspecified),-16,14,-6
Clc1ccc(-c2nc(-c3cccnc3)no2)c(Cl)c1,1,6,2
O=C(NC1CCCCC1)c1cccn2c(=O)c3c4c(sc3nc12)CCCC4,.,11,-6
CCOC(=O)c1[nH]c2ccccc2c1NC(=O)C1CCCC1,-6,1,-1
COc1cccc(CCNC(=O)CC2C(=O)NCCN2Cc2ccc3ccccc3c2)c1 (stereo unspecified),.,2,-1
Cc1ccc(C(=O)c2coc3cc(C)ccc3c2=O)cc1,-4,-2,-5
O=C(N[C@@H]1c2ccccc2C2(CCNCC2)[C@H]1O)c1scc2c1OCCO2,.,6,-5
OCC1(Cc2ccccc2)CCN(Cc2ccccc2C(F)(F)F)CC1,-4,5&2,-6&-3
CC(C)(C)c1ccc2c(c1)CC(CNC(=O)c1ccc(C#N)cc1)O2 (stereo unspecified),-5,.,-2
CN(Cc1n[nH]c2c1CCCC2)Cc1cc2ccccc2[nH]c1=O,.,3,-4
Cc1ccc(C(O)c2ncc(-c3ccc(C(F)(F)F)cc3)[nH]2)cc1F (stereo unspecified),.,-1,-8
C=C(C)CSc1nc2c(c(=O)n(C)c(=O)n2C)n1Cc1cccc(C)c1,.,-2,-12
CC1(C)CCC(NC(=O)C2CCCN2C(=O)C2CC2)c2ccccc21 (stereo unspecified),.,6,-19
COc1ccc(C(=O)Oc2ccc(Cl)cc2NC2=NS(=O)(=O)c3ccccc32)cc1OC,-6,9,-5
CCCCN(Cc1cccn1Cc1cccc(C)c1)C(=O)CN(C(=O)c1ccccc1F)C(C)C,2,-6,5
CCN1CCN(c2ccccc2NC(=O)/C=C/c2ccccc2F)CC1,.,4,-16
COc1ccc(-c2ccc(CCC(=O)NCc3cccc(Cl)c3)n2-c2ccc(SC)cc2)cc1,0,-3,-2
CCOC(=O)CC1(NC(=O)C2CCC(=O)N(CCN3CCOCC3)C2)CCCCC1 (stereo unspecified),.,5,-3

# (list continues)
SMILES,mcGAS inh,NPYLR7 ag,hcGAS lum
CCc1nc2ccc(C(=O)Nc3ccc4c(c3)OCC(=O)N4)cn2c1N(C)C(=O)COc1ccccc1,-4,-5,-5
OC(c1ccccc1)C1CCN(c2cncc(Cl)n2)CC1 (stereo unspecified),-7,8,-13
O=C1OC(c2ccccc2F)=N/C1=C/C(Cl)=C/c1ccccc1,.,-1,0
COCCN(Cc1nc2cc(Cl)ccc2o1)C(=O)c1cccc(C#N)c1,-6,4,-5
O=C(NCCc1ccc(F)cc1)C1CCCN(C2CCN(C(=O)C3CC3)CC2)C1 (stereo unspecified),.,-12,-2
O=C(N[C@@]1(c2ccccc2)CCCC[C@H]1O)C1CCCN1Cc1ccc(Cl)nc1 (stereo partly specified),.,7,-2
CCCCN(CC(=O)N1c2ccccc2-n2cccc2C1c1ccc(Cl)cc1)C(=O)c1ccc(Br)cc1 (stereo unspecified),-5,10,-7
Cc1cc(Cl)ccc1S(=O)(=O)NC1CCS(=O)(=O)c2ccc(Cl)cc21 (stereo unspecified),.,-9,0
Cc1cc(C)c2nc(N(Cc3cccnc3)C(=O)c3ccc(C#N)cc3)sc2c1,-8,-9,-6
CCn1c(CC2CCN(C(=O)C(C)Cn3cccn3)CC2)n[nH]c1=O (stereo unspecified),-13,.,-7
Cc1csc(NC(=O)CSc2nnc(C)n2-c2ccccc2)n1,.,1,-1
O=C(c1cccc(Br)c1)N1CCCC(Nc2ccc(F)cc2)C1 (stereo unspecified),-6,22,-6

# An excerpt of these results, as tab-separated lines.
compound	mcGAS inh	NPYLR7 ag	hcGAS lum
Cc1ccc(NC(=O)C(C)(C)CCl)cc1N1CCCCC1=O	.	-1	2
COc1cccc(COCC(=O)Nc2ccc(OC)nc2)c1	-6	14	-13
COc1ccc(N2CCN(C(=O)c3ccc(Cl)c(Cl)c3)C(C)C2=O)c(OC)c1 (stereo unspecified)	0	-9	-2
CN(Cc1cc2cc(F)ccc2[nH]1)Cc1nccn1C	.	8	-7
O=C(c1cc(-c2ccccc2)on1)N1CCCC(N2CCC(CO)CC2)C1 (stereo unspecified)	.	13	-5

# Carrying on.
SMILES,mcGAS inh,NPYLR7 ag,hcGAS lum
O[C@H]1C[C@@H]2C[C@H](c3ccccn3)OC[C@]2(O)[C@@H]1N1CCC(c2ccccc2)CC1,-4,5,-2
Cc1cnc(SCCN2CCOCC2)nc1C1CCCN(C(=O)c2ccoc2)C1 (stereo unspecified),.,6,-8
Clc1cc(Cl)cc(Nc2nc3ccccc3n3cnnc23)c1,-3,7,-5
COc1cc(OC)cc(C(=O)NCC2CCCN(C(=O)c3csnn3)C2)c1 (stereo unspecified),.,5,-6
COc1ccc(OC)c(C2c3[nH]c4ccccc4c3CCN2C/C=C/c2ccccc2)c1 (stereo unspecified),-4,-4,-6
CCOC(=O)C1CCN(Cc2nc3scc(-c4ccccc4OC)c3c(=O)[nH]2)CC1,-5,-7,-4
CSc1ccc(NC(=O)N(CC(=O)N2c3ccccc3-n3cccc3C2c2ccc(Cl)cc2)C2CC2)cc1 (stereo unspecified),-4,13,0
CCCCCN(CC(=O)N(CCCC)Cc1cccn1Cc1ccc(Br)cc1)C(=O)c1ccc2c(c1)OCO2,-4,-6,-1
Cc1ccc(-c2nnn3c2nc(Cl)c2ccccc23)cc1,-7,-6,-7
Cc1cc(C(=O)N2CCN(c3nccc(-c4ccc(Oc5ccccc5)cc4)n3)CC2)c(C)o1,1,7,4
O=C(c1cccc([N+](=O)[O-])c1)N1CCCC1c1nc2cc(-c3ccc(F)c(F)c3)ccc2o1 (stereo unspecified),-5,.,-8
Cc1ccc(NC(=O)C2(C)CCN2C(=O)c2sccc2C)cc1 (stereo unspecified),-4,0,-4
Cc1ccc(C(=O)N(C)CCCN2c3ccccc3CCc3ccccc32)cc1[N+](=O)[O-],.,-10,-4
Cc1cc(C)cc(NC(=O)CSc2nc(=O)n3ccc(C)cc3n2)c1,-5,0,-7
Cc1noc(C)c1CN(C)c1ccccc1S(=O)(=O)C(F)(F)F,-5,4,-5
CS(=O)(=O)NC1CCN(CC(O)CO)CC1 (stereo unspecified),.,1,-1
CC(C)=CC(=O)N1CCN(c2ncccn2)CC1C(=O)O (stereo unspecified),-13,3,-5
CCCNC(=O)CSc1c(CCC)cnc2c1c(=O)n(C)c(=O)n2C,-7,13,-6
CCn1c(=NC(=O)c2ccn(C)n2)sc2c(C)cc(C)cc21,-2,.,-1
COc1ccc(NC(=O)CSc2nc3c(cc2C#N)CCC3)cc1,-1,-7,-2
CCCOC1CCCN(Cc2ccccc2C(=O)O)C1 (stereo unspecified),-12,.,-7
Cc1cc(C(=O)Nc2ccc(C(=O)N(C)C)c(Cl)c2)c(C)n1-c1cccnc1,.,0,-2
O=C(OCc1ccc(C(=O)N2CCCC2)cc1)c1cc(Cl)c[nH]1,.,-6,-13
Cc1ccc(CCS(=O)(=O)CCO)cc1,.,12,-10

# Filtered by structure, those above with bromine.
SMILES,mcGAS inh,NPYLR7 ag,hcGAS lum
O=C1CC(c2cc3c(cc2Br)OCO3)c2cc3c(cc2N1)OCO3 (stereo unspecified),.,1,-11
Cn1cccc1C(=O)c1ccc(Br)o1,.,0,0
CCCCN(CC(=O)N1c2ccccc2-n2cccc2C1c1ccc(Cl)cc1)C(=O)c1ccc(Br)cc1 (stereo unspecified),-5,10,-7
O=C(c1cccc(Br)c1)N1CCCC(Nc2ccc(F)cc2)C1 (stereo unspecified),-6,22,-6
CCCCCN(CC(=O)N(CCCC)Cc1cccn1Cc1ccc(Br)cc1)C(=O)c1ccc2c(c1)OCO2,-4,-6,-1

# (more compounds)
SMILES,mcGAS inh,NPYLR7 ag,hcGAS lum
CC(C)Nc1nc(-c2ccccc2)nc2ccccc12,-9,4,-5
Nc1ccc(-c2cnc[nH]2)cc1,.,6,-5
COc1ccc(CCN(Cc2ccc(C)s2)C(=O)CN(C(=O)c2ccccc2OC)C(C)C)cc1OC,1,-13,1
Cc1nc(CN2CCN(C(=O)Cn3nnnc3CN3CCC(C)CC3)CC2)cs1,.,13,-3
Cc1nc(SCc2nnc(-c3cccs3)o2)c2c3c(sc2n1)CCCC3,.,-17,8
CC(C)Cn1nccc1NC(=O)Cc1c(Cl)cccc1Cl,-7,-1,-13
COc1ccccc1CCN1CCC(CN(C)C(=O)CCSC)CC1,.,14,-8
CSc1ccc(C2(O)Cc3cccc[n+]3C2c2ccccc2)cc1 (stereo unspecified),.,-4,-5
COCCNC(=O)Cn1c(-c2nnc(C(C)C)o2)cc2ccccc21,-8,-1,-9
CC1(O)C2C3CC4C5C3C1C(O)(C5Br)C42 (stereo unspecified),.,-6,-8
Cc1oc(-c2ccc(Cl)cc2[N+](=O)[O-])cc1C(=O)Nc1nccs1,.,3,-5
CC(Oc1cccc(F)c1)C(=O)NCCn1nc(-c2cccs2)ccc1=O (stereo unspecified),-10,0,-7
CCN(c1ccc(NC(=O)CCl)cc1)C(C)C,-5,-1,0

# Screening data as filed in PubChem.
